Source: PubChem BioAssay
ssDAF12 agonist – activates DAF-12 receptor from parasite S. stercoralis; activation, % at 6.8 µM; actives 1% (n = 370,000); HEK293 ssDAF-12/GRIP1 lit1-tk-luc reporter, luminescence; % of 3 µM dafachronic acid response;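 active = activation above the mean over all tested compounds plus 3 SD, cut at about 0.9% in these data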;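 note: 0% = DMSO-only wells and 100% = 3 µM delta7-dafachronic acid wells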
NPR1 activator – GC-A (human) enzyme activation | P16066 | HEK293 GC-A cells, cGMP TR-FRET, EC30 ANP; 0% at EC30 ANP, 100% saturating ANP | activation, % at 10 µM | actives 0.14% (n = 370,000) | AID 1671463; in the data active = activation above about 40%
GAA850 FXN act – frataxin GAA850 promoter activation | HEK293 lucGAA850 FXN promoter luciferase reporter, 24 h; percent of 10 µM SAHA response | activation, % at 6 µM | actives 0.56% (n = 360,000);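 active = activation above the average of all compounds screened plus 3 SD, cutoff fixed separately per campaign, cut at about 7.5% in these data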;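 note: 0% = DMSO wells and 100% = 10 µM SAHA wells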
DAX1 inh-1 – DAX1 (NR0B1) inhibition, primary screen | AID 652010 | inhibition, % at 6.8 µM | HEK293T StAR-luciferase reporter, SF-1/DAX-1 repression relief | actives 1.1% (n = 370,000);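 active = inhibition above the mean over all tested compounds plus 3 SD, cut at about 3.6% in these data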;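 note: 0% = DAX-1 cells with DMSO and 100% = cells lacking DAX-1 with DMSO; higher inhibition means more luminescence from relief of DAX-1 repression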
SMARCA2 activ – activators of SMARCA2 function; actives 1% (n = 370,000); activation, % at 9.1 µM; MG213 cells, MMTV-luciferase reporter, dexamethasone, overnight; in the data active = activation above about 7.8%;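 note: 0% = vehicle wells and 100% = reference activator wells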
hgDAF12 agonist – hgDAF-12 agonism, primary luciferase screen. HEK293 GAL4-hgDAF12 UAS-luciferase reporter, agonist luminescence; normalized to butyrate control. activation, % at 6.8 µM. actives 1.8% (n = 370,000). AID 687014;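 active = activation above a cutoff set at the mean of all screened compounds plus 3 SD, cut at about 10% in these data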;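 note: 0% = DMSO wells and 100% = sodium butyrate wells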
PG9 Ab binder – small molecules binding HIV-1 gp120 antibody PG9 | actives 0.43% (n = 360,000) | TR-FRET gp120-PG9 antibody binding | inhibition, % at 6.7 µM; in the data active = inhibition above about 8.5%
hcDAF-12 act – H. contortus DAF-12 activation, primary screen; activation, % at 6.8 µM; HEK293 hcDAF-12 lit1-tk-luc reporter, luminescence; 0% DMSO, 100% Δ7-dafachronic acid; actives 1.4% (n = 370,000);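 active = activation above the mean of all tested compounds plus 3 SD, cut at about 5.5% in these data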;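 note: 100% = response to 3 µM Δ7-dafachronic acid high control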
ADAM10 inh – inhibits human ADAM10. inhibition, % at 7 µM. recombinant ADAM10, EDANS/DABCYL FRET peptide cleavage, 3 h. actives 0.62% (n = 370,000). O14672;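 active = inhibition above a per-campaign cutoff equal to the mean of compounds falling between control-based bounds plus 3 SD, cut at about 20% in these data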;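 note: 0% = DMSO wells while the 100% control is not disclosed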
ADAM17 inh – ADAM17 inhibition, QFRET primary screen. P78536. recombinant ADAM17, EDANS/DABCYL FRET peptide cleavage. inhibition, % at 6.95 µM. actives 0.83% (n = 370,000). AID 720648;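 active = inhibition above the mean of compounds lying between control limits plus 3 SD, set per campaign, cut at about 8.5% in these data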;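 note: 0% = DMSO-only wells as the low control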
Target sequence (P78536 215-824 limits assumed): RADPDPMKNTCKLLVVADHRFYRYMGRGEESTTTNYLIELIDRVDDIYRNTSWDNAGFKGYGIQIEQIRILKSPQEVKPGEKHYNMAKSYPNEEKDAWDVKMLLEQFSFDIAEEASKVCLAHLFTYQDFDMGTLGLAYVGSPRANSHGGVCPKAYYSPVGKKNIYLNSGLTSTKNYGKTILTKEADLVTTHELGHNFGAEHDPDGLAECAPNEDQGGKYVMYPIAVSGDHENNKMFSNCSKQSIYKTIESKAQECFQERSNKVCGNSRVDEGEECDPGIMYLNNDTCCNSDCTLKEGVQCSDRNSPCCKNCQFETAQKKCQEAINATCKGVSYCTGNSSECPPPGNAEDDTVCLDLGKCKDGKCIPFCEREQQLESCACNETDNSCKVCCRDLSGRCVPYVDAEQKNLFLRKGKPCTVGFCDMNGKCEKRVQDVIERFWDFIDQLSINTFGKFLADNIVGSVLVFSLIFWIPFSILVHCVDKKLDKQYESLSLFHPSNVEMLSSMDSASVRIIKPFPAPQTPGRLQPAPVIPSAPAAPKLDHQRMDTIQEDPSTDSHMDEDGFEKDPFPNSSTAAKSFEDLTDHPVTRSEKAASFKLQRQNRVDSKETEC
DAX1 inh-2 – inhibits human nuclear receptor DAX1; actives 0.99% (n = 340,000); HEK293 Gal4-DAX1 luciferase reporter, luminescence; inhibition, % at 6.75 µM; AID 504766; P51843;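 active = inhibition above the mean over all tested compounds plus 3 SD, cut at about 4.2% in these data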;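 note: 0% = DAX1-transfected cells with DMSO and 100% = empty-vector control cells with DMSO; inhibition shows as a rise in luminescence from relieved DAX1 repression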
Target sequence (P51843 207-470 limits assumed): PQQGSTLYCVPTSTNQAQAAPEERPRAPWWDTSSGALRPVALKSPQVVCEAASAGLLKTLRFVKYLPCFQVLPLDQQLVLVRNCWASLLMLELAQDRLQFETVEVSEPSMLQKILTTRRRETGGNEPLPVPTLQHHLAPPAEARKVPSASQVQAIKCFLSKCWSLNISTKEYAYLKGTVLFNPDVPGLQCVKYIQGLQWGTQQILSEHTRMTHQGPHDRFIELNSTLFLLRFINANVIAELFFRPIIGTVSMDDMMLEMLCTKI
An asterisk follows results filed as active; / = no result given. Random draw from the library; any-hit rate near 6.8%.

SMILES	ssDAF12 agonist	NPR1 activator	GAA850 FXN act	DAX1 inh-1	SMARCA2 activ	hgDAF12 agonist	PG9 Ab binder	hcDAF-12 act	ADAM10 inh	ADAM17 inh	DAX1 inh-2
CS(=O)(=O)c1cccc(C(=O)NCc2ccccc2)c1	-1.3	1	3.2	0.2	4	-0.8	-2.4	0.8	2	-1	1.0
O=C(COC(=O)CC1CCS(=O)(=O)C1)Nc1ccc(F)cc1 (stereo not given)	-1.6	-1	-0.5	-0.7	6	-3.3	-1.8	-0.1	-3	-7	0.7
COc1ccccc1-c1cnc(C(O)c2cccc(F)c2)[nH]1 (stereo not given)	-1.3	1	2.9	0.2	1	-2.5	-0.2	0.9	-1	-2	/
O=C(CSc1nnc(C2CC2)n1Cc1ccccc1)N1CCNC1=O	-1.1	-4	-0.3	0.6	-3	-1.1	-0.5	2.2	-6	-4	2.7
COc1ccc(C2=NN(C(=O)CCCC(=O)O)C(c3cccs3)C2)cc1OC (stereo not given)	-1.2	-3	4.4	0.7	2	1.3	0.0	-0.9	-110	-43	-1.1
Cc1ccc(NC(=S)Nc2cccc3cnccc23)c(C)c1	-0.4	3	1.8	-0.7	3	-1.8	0.6	2.9	-1	-2	1.1
Cc1ccccc1-c1noc(-c2ccccc2C(=O)NCc2ccco2)n1	-1.4	-5	-0.1	-0.2	1	-0.8	-2.6	1.5	2	2	1.1
CCOC(=O)N1CCN(Cc2nc(N)nc(Nc3ccc(Cl)cc3)n2)CC1	-0.8	2	5.8	1.4	0	1.5	1.5	-0.1	12	-4	-0.2
CCC(c1nnnn1C(C)(C)CC)N1CCN(c2ccccc2F)CC1 (stereo not given)	-1.7	-1	1.2	-0.2	-2	-0.9	0.5	-0.5	-1	-3	0.2
Cc1ccc(Cl)c(OCCN2CCc3ccccc3C2)c1	0.0	-7	1.0	-0.2	3	1.2	-2.3	4.8	4	1	2.3
NC(=O)C1CCN(C(=O)CN(c2cccc(C(F)(F)F)c2)S(=O)(=O)c2ccccc2)CC1	-1.0	-6	2.2	0.4	0	1.8	0.2	-2.6	0	0	-0.5
O=C(NCC1OCCc2ccccc21)c1ccc(NC(=O)c2cccc(Br)c2)cc1 (stereo not given)	-0.7	4	-3.8	-0.2	-1	-0.2	0.1	-1.6	-2	0	0.3
CCN(C(=O)COC(=O)c1ccc2c(c1)OCO2)c1c(N)n(Cc2ccccc2)c(=O)[nH]c1=O	-0.6	2	1.5	-1.1	-4	-1.3	2.0	-2.1	-15	-3	0.1
NC(=O)c1ccc(N2CCCCC2)c(N2C(=O)C3CC=CCC3C2=O)c1 (stereo not given)	-0.8	-3	3.5	-0.6	-1	2.5	-1.8	-1.9	-1	1	0.1
Clc1cccc2sc(N3CCN(c4ccccc4)CC3)nc12	0.1	0	4.3	0.3	-1	6.1	-0.3	1.1	-11	2	2.0
CN1C(=O)c2ccc(NC(=O)c3ccc(N4CCCCC4)c([N+](=O)[O-])c3)cc2C1=O	-1.6	5	0.8	0.1	0	-0.5	1.6	0.4	2	4	-0.1
Cn1c(=O)c(=O)n(C)c2cc([N+](=O)[O-])c(N3CCOCC3)cc21	-0.9	3	0.3	-0.1	2	2.8	-0.1	-1.0	2	1	-1.6
CC(C(=O)NC1CCCC1)N1C(=O)c2cccc3cccc1c23 (stereo not given)	-1.2	1	0.5	0.4	-1	0.1	-2.6	-1.0	-56	-20	0.1
CC(/C=N\NC(=O)Cn1cncn1)=C/c1ccc(C(C)C)cc1	-1.1	5	2.4	0.3	1	0.4	-1.3	0.1	-4	-2	/
O=C(C(=O)N1CCCCCC1)c1c[nH]c2ccccc12	-1.3	3	0.5	0.1	0	0.3	-1.8	0.1	6	2	-2.0
COc1ccccc1OCc1ccc(C(=O)Nc2ccccc2F)cc1	-1.4	4	0.7	0.7	-1	5.8	2.6	-1.0	-9	2	1.4
C[C@H](CO)N1C[C@H](C)[C@@H](CN(C)CC2CCCCC2)Oc2c(NC(=O)Cc3ccccc3)cccc2C1=O	-1.5	-3	-6.2	-1.0	-5	-3.2	0.4	-1.7	-1	0	1.2
CCOC(=O)CNC(=O)CSc1nc(-c2cccc(C)c2)ns1	-1.3	10	0.5	0.2	2	2.2	0.0	-1.4	-2	-2	-0.5
CC(C)CC(NS(=O)(=O)c1cc(C(=O)O)ccc1Cl)C(=O)O (stereo not given)	-0.9	-2	1.3	0.3	-2	-3.6	-0.4	0.3	2	-4	-0.2
O=C(CN1C(=O)CSc2ccc(S(=O)(=O)N3CCCCC3)cc21)NCc1ccccc1	-1.3	-6	-2.3	-0.1	-1	0.3	-1.1	-1.4	-6	-5	-1.1
O=C(Nc1ccccc1C(=O)O)c1cccc(NS(=O)(=O)c2ccc(Br)cc2)c1	0.2	1	2.1	-0.3	2	-1.8	-1.2	-1.1	8	2	0.7
CN(c1ccccc1)S(=O)(=O)c1ccc(C(=O)NCCc2ccc(F)cc2)cc1	-0.4	-4	2.2	-0.5	-5	-1.9	-0.7	-1.9	1	0	-1.8
O=C(Nc1nnc(-c2ccncc2)o1)c1ccccc1F	-1.6	1	1.4	-0.5	-2	-1.0	0.4	-0.2	-7	-5	-0.6
O=C(CN1CCCCC1)N1CCCc2ccccc21	-0.3	-3	-1.2	-0.2	1	-1.0	0.8	-1.6	-3	-6	-0.4
Nc1[nH]c(=O)nc(Nc2ccccc2)c1N=O	-0.9	-6	1.3	0.2	2	0.4	-11	0.2	4	-1	-0.4
COC(=O)c1ccccc1NC(=O)c1c(O)c2c([nH]c1=O)CCCC2	-1.0	2	1.7	-0.1	-5	1.8	0.5	-1.9	-5	-2	-0.2
COc1ccc(N(CC(=O)N2CCN(c3cccc(Cl)c3)CC2)S(=O)(=O)c2c(C)noc2C)cc1	-1.1	-6	-0.6	-0.9	-5	-1.5	0.8	-4.6	16	1	-0.8
COCCNC(=O)c1ccc(CS(=O)(=O)c2ccc(OC)cc2)o1	-0.6	1	0.4	-0.6	1	-3.8	1.0	-0.2	-1	1	5.2*
COc1ccc(S(=O)(=O)N2CCC(C(=O)NCCC(=O)NCc3ccccn3)CC2)cc1	-1.2	-4	-0.5	0.1	-1	1.3	-0.9	2.6	-2	-1	0.9
CC(C)(C)[C@@H]1COC(=O)[C@H](Cc2ccc(F)cc2)CC/C=C\C[C@@H](CC(=O)N(CCO)Cc2ccccc2)C(=O)N1	-1.2	1	-2.2	-0.3	0	-3.9	-1.8	-2.2	6	3	-1.1
Cc1ccccc1OCC(=O)N(Cc1nc(-c2ccccc2)no1)C(C)C	-1.9	-3	2.5	-0.1	-2	-0.1	-0.6	-1.2	0	-3	-0.3
O=C(C(=O)N1CCN(c2ccccc2F)CC1)c1ccccc1	-1.0	2	/	-0.3	-5	-1.1	-0.3	-1.8	-6	-6	/
O=C(CC1CCCC1)NNC(=O)c1ccc(Br)cc1	-1.6	0	0.9	0.8	0	4.7	-0.3	1.3	-6	-8	0.7
O=C1NCN(c2ccccc2)C12CCN(c1nnnn1-c1ccccc1)CC2	-0.6	-12	0.2	-1.2	6	1.4	0.7	4.0	7	0	-1.1
O=C(NC1=NCCS1)c1ccc(N2CCCC2=O)cc1	-0.9	4	2.8	0.6	-2	2.4	0.2	0.6	-8	-2	1.5
Cn1c(=O)c(Sc2ccccc2)c(O)c2ccccc21	0.3	1	-0.5	0.2	-4	0.8	0.3	4.9	-4	-4	2.6
O=C(CCN1C(=O)/C(=C\c2ccccc2)SC1=S)NNC(=O)c1ccncc1	-1.2	-1	-1.3	0.2	9.7*	0.4	-6.0	0.8	2	2	/
CC(=O)N1N=C(c2ccccc2)CC1c1ccccc1[N+](=O)[O-] (stereo not given)	0.0	0	0.1	-0.1	-1	2.1	-1.3	4.8	-8	0	0.1
COC(=O)C1=C(C)N(C)C(=NCc2ccccc2)NC1c1cccc(Cl)c1 (stereo not given)	-0.8	-23	/	0.3	-5	1.4	-1.2	0.3	-13	-4	/
C[C@H]1CN([C@@H](C)CO)C(=O)CCCn2nncc2CO[C@H]1CN(C)C(=O)Cc1ccccc1	-1.2	1	0.2	-0.1	-1	-0.4	-2.0	-1.3	-9	-3	1.6
CCOC(=O)c1csc(Nc2nc3ccc(F)cc3s2)n1	-1.1	11	5.0	-1.7	11*	-1.2	7.9	-2.1	-9	-1	0.4
CN1C(=O)OC2(C)CCc3ccccc3C12C (stereo not given)	-1.3	4	-0.9	-0.4	-1	3.7	0.6	0.0	3	-2	-1.2
Cc1cccc(C)c1NC(=S)Nc1ccc(F)cc1	-1.8	1	2.6	-0.1	-3	-0.1	-0.8	-1.3	-3	-1	-0.6

At a glance, some entries already given.
SMILES	ssDAF12 agonist	NPR1 activator	GAA850 FXN act	DAX1 inh-1	SMARCA2 activ	hgDAF12 agonist	PG9 Ab binder	hcDAF-12 act	ADAM10 inh	ADAM17 inh	DAX1 inh-2
Cc1ccccc1OCC(=O)N(Cc1nc(-c2ccccc2)no1)C(C)C	-1.9	-3	2.5	-0.1	-2	-0.1	-0.6	-1.2	0	-3	-0.3
O=C(C(=O)N1CCN(c2ccccc2F)CC1)c1ccccc1	-1.0	2	/	-0.3	-5	-1.1	-0.3	-1.8	-6	-6	/
O=C(CC1CCCC1)NNC(=O)c1ccc(Br)cc1	-1.6	0	0.9	0.8	0	4.7	-0.3	1.3	-6	-8	0.7
O=C1NCN(c2ccccc2)C12CCN(c1nnnn1-c1ccccc1)CC2	-0.6	-12	0.2	-1.2	6	1.4	0.7	4.0	7	0	-1.1
O=C(NC1=NCCS1)c1ccc(N2CCCC2=O)cc1	-0.9	4	2.8	0.6	-2	2.4	0.2	0.6	-8	-2	1.5
Cn1c(=O)c(Sc2ccccc2)c(O)c2ccccc21	0.3	1	-0.5	0.2	-4	0.8	0.3	4.9	-4	-4	2.6
O=C(CCN1C(=O)/C(=C\c2ccccc2)SC1=S)NNC(=O)c1ccncc1	-1.2	-1	-1.3	0.2	9.7*	0.4	-6.0	0.8	2	2	/
CC(=O)N1N=C(c2ccccc2)CC1c1ccccc1[N+](=O)[O-] (stereo not given)	0.0	0	0.1	-0.1	-1	2.1	-1.3	4.8	-8	0	0.1
COC(=O)C1=C(C)N(C)C(=NCc2ccccc2)NC1c1cccc(Cl)c1 (stereo not given)	-0.8	-23	/	0.3	-5	1.4	-1.2	0.3	-13	-4	/
